HT1080 cytotoxicity: cytotoxicity in HT1080 fibrosarcoma cells, cell-based, fluorescence readout (AID 620); cytotoxicity, % at 10 µM; hits with a dose series show EC50 in µM; 0.42% of 87,000 active; HT1080 viability, fluorescence; higher % means a stronger effect; in the data active = cytotoxicity above about 50%;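 also: cells exposed to compound overnight then 4 h with Alamar Blue; 0% = vehicle DMSO and 100% = killing control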
The depositor's hits bear a star. These rows are one share of the data. The share of hits here may be higher or lower than overall.

smiles,HT1080 cytotoxicity
CCOC(=O)c1cnn(-c2cc(C(C)(C)C)nc3c(-c4ccccc4)c(C)nn23)c1N,6%
CC(C)(C)OC(=O)N1CCC(C(=O)N[C@@H](Cc2ccccc2)C(=O)O)CC1,-7%
Cc1ccc(SCCC(=O)N2CCC(C)CC2)cc1,2%
Nc1ccc(-n2nncc2-c2ccccc2)cc1,-9%
COc1ccc(N2CCN(CCCNC(=O)Nc3ccccc3)CC2)cc1,1%
CCCCSc1nnc(-c2ccc(OC)cc2)n1C,3%
CCOC(=O)CSC1=C(C#N)C(=O)NC(c2ccc(OC)cc2)S1 (centres undefined),-12%
O=C(CN(c1ccccc1)S(=O)(=O)c1ccc(Cl)cc1)Nc1ccccc1C(=O)N1CCCC1,-8%
CC(C)c1cc(C(=O)O)n(-c2ccccc2)n1,3%
Cc1cc(C(F)(F)F)c(C#N)c(N2CCOCC2)n1,-6%
O=c1c2ccccc2nc(-c2ccco2)n1-c1nc2ccccc2s1,-15%
Cc1cccc(NC(=O)c2c(C)nc3ccccn23)c1,7%
Cc1cc(Oc2ccccc2)nc(SCC(=O)Nc2ccc(Cl)c(Cl)c2)n1,3%
Cc1ccc(C(=O)NCc2ccco2)cc1S(=O)(=O)N1CCOCC1,0%
Cc1c(NC(=O)CSc2nc3ccccc3s2)c(=O)n(-c2ccccc2)n1C,-10%

The closing two records of the part above are carried over, then new ones follow.
smiles,HT1080 cytotoxicity
Cc1ccc(C(=O)NCc2ccco2)cc1S(=O)(=O)N1CCOCC1,0%
Cc1c(NC(=O)CSc2nc3ccccc3s2)c(=O)n(-c2ccccc2)n1C,-10%
CCCCn1nnc(NC(=O)c2ccc(-c3cccc(Cl)c3)o2)n1,-6%
CCCCCCCC1CC(CSC(=N)N)OC1=O (centres undefined),-8%
COC(=O)CC(NC(=O)c1ccco1)c1ccc(C(C)C)cc1 (centres undefined),-4%
O=C(c1ccc(-c2nnc(Nc3cccc(Cl)c3)c3ccccc23)cc1)N1C[C@H]2C[C@H](C1)c1cccc(=O)n1C2,-8%
CCCC1=NCCn2cccc21,7%
CC(C)CC(NC(=O)c1ccc(Cl)cc1Cl)C(=O)O (centres undefined),4%
CC1(C)CC(=O)C2=C(C1)N(c1ccc(F)cc1)C(N)=C(C#N)C2c1cccs1 (centres undefined),-21%
O=CN1CCN(C(=O)c2ccccc2Cl)CC1,-10%
CCOC(=O)c1nnc(-c2ccccc2)nc1Sc1c(Cl)cccc1Cl,-2%
COc1ccc(C(O)c2nccn2Cc2ccccc2)cc1OC (centres undefined),2%
O=C(CCn1c(=O)[nH]c2ccsc2c1=O)NCCc1ccc(Cl)cc1,-3%
COc1ccc(CNC(=O)CCCOc2cc(=O)n(C)c3ccccc23)cc1,3%
CCCOc1ccc(NCC(=O)Nc2ccc(C)cc2C)cc1,-7%
COc1ccc(C)cc1S(=O)(=O)NCCc1ccccc1,-21%
COc1cccc(Cn2cccc(NC(=O)Nc3ccc(C#N)cc3)c2=O)c1,-4%
Cc1nc(N2CCN(S(=O)(=O)c3ccccc3)CC2)c2cc(-c3ccccc3)sc2n1,-5%
CC(=O)N1CCC(N(CCCOC(C)C)C(=O)Nc2ccc(C)c(C)c2)CC1,29%
CC(C(=O)N1CCCc2ccccc21)N1CCN(S(=O)(=O)c2ccccc2F)CC1 (centres undefined),-14%
CCC(=O)/C=C1/Sc2ccccc2N1CC,-11%
COc1ccc2cnn(-c3ccc(C)cc3)c(=O)c2c1OC,0%
CC(CCc1ccccc1)NC(=O)c1ccccc1 (centres undefined),15%
Cc1cc(=O)[nH]c(N/N=C/c2ccco2)n1,-2%
Cc1cc(C)nc(SCCn2c(N(C)Cc3ccccc3)nc3c2c(=O)n(C)c(=O)n3C)n1,-11%
CC(=O)c1cnc(Nc2nc(C)c3cc(C)c(C)cc3n2)nc1C,-14%
O=C(NC1CCCCC1)N1CCN(C(c2ccccc2)c2ccccc2)CC1,-1%
Cn1c(SCC(=O)Nc2cccc(Br)c2)nnc1-c1cc2ccccc2o1,2%
CCOC(=O)c1nnn(-c2nonc2N)c1COc1ccc(F)cc1,-14%
CN1CCC(OC(=O)c2ccc(Br)cc2)CC1,-26%
CN=Cc1nc(-c2ccccc2)oc1O,2%
COc1ccccc1N(C)S(=O)(=O)c1ccc(C(=O)N(CC(N)=O)C(C)C)cc1,-1%
CC(=O)c1c(C)n(CCO)c2ccc(O)cc12,22%
CCCCN(CC)c1nc(-c2ccncc2)nc2ccccc12,-12%
Cc1ccc(S(=O)(=O)CC(=O)NC(C)(C)C)cc1,-8%
O=S(=O)(c1ccc(N2CCCC2)nc1)N1CCOCC1,10%
O=C(NCCN1CCOCC1)c1ccc(F)cc1,2%
CCCOc1ccc(/C(O)=C2/C(=O)C(=O)N(CCCn3ccnc3)C2c2ccco2)cc1 (centres undefined),-9%
Cc1sc2c(c1C)c(=O)nc1scc(C)n12,-6%
COc1cc(NS(=O)(=O)c2ccc(NC(=S)NC(=O)CC(C)C)cc2)nc(OC)n1,-1%
CCCCOCCCNc1ncnc2c1[nH]c1ccccc12,-5%
CSc1ccc(S(=O)(=O)Nc2ccc(S(=O)(=O)Nc3ccc(C)cc3)cc2)cc1,8%
CCC(=O)N1CCn2c1nc1ccccc12,11%
Cc1sc2nc(CN3CCOCC3)nc(NCCc3ccccc3)c2c1C,8%
O=C(CSc1ccccc1)NCc1ccco1,-2%
COc1ccc(C(=O)OCC(=O)NCC2CCCCC2)cc1S(=O)(=O)N1CCCc2ccccc21,3%
CCn1c(CNc2nc3ccccc3n2C(C)C)nc2ccccc21,-7%
COc1cc(S(=O)(=O)NC2CCCCC2)ccc1F,-9%
COc1cccc(NC(=O)CSc2nnc(-c3ccoc3C)n2CC2CCCO2)c1 (centres undefined),16%
COc1ccc(CCn2c3c(c(=O)[nH]c2=O)C(NC(=O)c2cccs2)(C(F)(F)F)C(=O)N3)cc1OC (centres undefined),0%
CCOC(=O)c1sc2nccc(N(C)C)c2c1N=CNOC,33%
CCOc1ccc(N2C(=O)CN=C2Nc2ccccc2Cl)cc1,-9%
COc1cc2c(cc1OC)C(C(C)C)=NC(C)(C)C2,-3%
O=C(CCCN1C(=O)c2ccccc2C1=O)NCc1ccco1,-1%
COC(=O)c1c(C)[nH]c(C(=O)CSc2ccc(Cl)cc2)c1C,31%
COC(=O)c1ccccc1NC(=O)C1CC(=O)N(c2ccc(C)cc2)C1 (centres undefined),-9%
O=C(Nn1c(O)c(C=C2N=c3ccccc3=N2)sc1=S)c1ccccc1,-3%
CON1C(=O)CN(C(C)=O)C1c1ccc(Cl)cc1Cl (centres undefined),1%
C[C@H]1C2=C3[C@@H](C[C@H]4C(=O)N(c5ccccc5)C(=O)[C@H]4[C@H]3[C@@]3(Cc4ccccc4)C(=NCCc4c[nH]c5ccccc45)OC(=O)N3C2=O)[C@H]2C(=O)N(c3ccccc3)C(=O)[C@H]21,-20%
COC(=O)c1sccc1-n1cccc1C(=O)C(=O)N1CCCCC1,7%
COC(=O)c1c(NC(=O)CSc2nnc(-c3ccco3)n2C)sc(C)c1C,5%
CCCOc1cccc(C(=O)N(Cc2ccc(OC)c(OC)c2)C2CCS(=O)(=O)C2)c1 (centres undefined),1%

Continued:
smiles,HT1080 cytotoxicity
O=c1c2c(nc3nc[nH]n13)CCC2,-6%
O=C(CN(Cc1ccccc1)C(=O)CSc1nnc(COc2ccccc2)o1)NC1CCCC1,0%
CCOC(=O)c1c(NC(=O)c2cc(C(C)C)on2)sc(C(C)=O)c1C,6%
COCCNC(=O)C1(C)Oc2ccccc2NC1=O (centres undefined),-8%
Cc1ccc(N2C(=O)c3ccc(C(=O)N4CCN(c5cccc(C)c5C)CC4)cc3C2=O)cc1,12%
Brc1ccc(-c2nnc(-c3ccccc3)o2)o1,-6%
COc1ccc(CCN2CC(O)=C(c3nc(C)cs3)C2=N)cc1OC,14%
Cn1c(Cc2ccccc2)nnc1SCC(=O)c1cccs1,-2%
O=C(CSc1nnc(-c2ccc(OC(F)F)cc2)o1)NCc1cccs1,-13%
CCOC(=O)Nc1ccc2c(CN3C(=O)NC(CC)(CC)C3=O)cc(=O)oc2c1,5%
Cc1ccc(-c2nnc(SCC(=O)n3c4c(c5ccccc53)CCCC4)o2)cc1,1%
O=C(NCc1ccccc1)[C@@H]1CSC2c3ccccc3C(=O)N21 (some centres undefined),-11%
O=C(CSc1nc(O)c(Cc2ccccc2)c(=O)n1-c1ccccc1)N1CCOCC1,3%
Cc1c(/C(Cc2ccccc2)=N/O)c2ccccc2n1C,-9%
CC1CCCCN1C(=O)COC(=O)c1n[nH]c2ccccc12 (centres undefined),2%
CNCCOc1ccccc1-c1ccccc1,-2%
Cc1ccccc1-c1nc(-c2ccc(NC(=O)c3ccc4c(c3)OCO4)cc2)no1,-1%
Cc1ccccc1OCCN1C(=O)NC2(CCCc3ccccc32)C1=O (centres undefined),-3%
Cc1nn(CC(=O)NCc2ccc(OC(C)C)cc2)c(=O)c2cc3occc3n12,-6%
O=C(Nc1ccc(N2CCOCC2)c(Cl)c1)c1ccc(F)cc1,56%*
COc1ccc(N2C(=O)C(Cl)=C(NCc3ccccc3)C2=O)cc1,-3%
CCCCn1cnc2c([nH]c3cc(OC)ccc32)c1=O,-21%
Cc1sc(NC(=O)c2cccs2)c(C(=O)OC(C)C)c1C,-3%
COc1ccccc1CNC(=O)COC(=O)c1n[nH]c2ccccc12,27%
Cc1ccc(Nc2cc(C)nc(N3CCOCC3)n2)cc1,32%
c1ccc2c(c1)nc1n2CCN1,-8%
O=C(CCn1nnc2ccccc21)Nc1nnc(COc2ccccc2F)s1,-14%
O=c1[nH]ncc(NCCCO)c1Cl,-5%
COC(=O)[C@@]1(Cc2ccccc2)[C@H]2c3cc(C(=O)N4CCCC4)n(CCN4CCNC4=O)c3C[C@H]2CN1C(=O)c1ccccc1,-8%
Cc1ccc(NC(=O)CSc2nc(-c3ccco3)cc(C(F)(F)F)n2)cc1C,-9%

Laid out differently: 2 of the compounds above
c1ccc2c(c1)nc1n2CCN1
  HT1080 cytotoxicity = -8%
O=C(CCn1nnc2ccccc21)Nc1nnc(COc2ccccc2F)s1
  HT1080 cytotoxicity = -14%

More structures
smiles,HT1080 cytotoxicity
CC1CCCN(Cc2cccc(Oc3ccccc3)c2)C1 (centres undefined),13%
Cc1ccc(S(=O)(=O)N(C)CC(O)Cn2c3ccccc3c3ccccc32)cc1 (centres undefined),-13%
Cc1ccc2c(c1)-c1c(ssc1=S)C(C)(C)N2C(=O)c1ccco1,-6%
Cc1cccc(NS(=O)(=O)c2cccs2)c1,16%
CCc1nnc(NC(=O)c2cc(S(=O)(=O)N(CC)CC)ccc2Cl)s1,-2%
CSc1nccc(-c2nn(-c3ccc(C)cc3)ccc2=O)n1,56%*
Cc1ccc(NC(=O)CC(C)N2CCCC2)cc1 (centres undefined),13%
COc1ccc(CC(=O)OCC(=O)Nc2ccc(Cl)cn2)cc1,-5%
O=C(O)C1CC=CCC1C(=O)NCc1ccc2c(c1)OCO2 (centres undefined),0%
CC(C)C1C(c2ccccc2)N(C)C(c2ccccc2)CC1(O)c1ccccc1 (centres undefined),24%
CCn1c(SCC(=O)Nc2ccc(NC(=O)c3ccco3)cc2)nnc1-c1cccs1,13%
COc1ccc(-c2nc(N3CCC(C)CC3)[nH]c(=O)c2C#N)cc1,-4%
COc1c2ccoc2nc2c(OC)cccc12,-1%
Cc1cc(C)c2nc(NC(=O)C3CCCO3)sc2c1 (centres undefined),-4%
Cn1c(SCc2nc(-c3ccccc3)no2)nnc1-c1ccco1,-10%

Some of the entries so far, field by field.
smiles: COc1ccc(CC(=O)OCC(=O)Nc2ccc(Cl)cn2)cc1
- HT1080 cytotoxicity: -5%
smiles: O=C(O)C1CC=CCC1C(=O)NCc1ccc2c(c1)OCO2 (centres undefined)
- HT1080 cytotoxicity: 0%
smiles: CC(C)C1C(c2ccccc2)N(C)C(c2ccccc2)CC1(O)c1ccccc1 (centres undefined)
- HT1080 cytotoxicity: 24%
smiles: CCn1c(SCC(=O)Nc2ccc(NC(=O)c3ccco3)cc2)nnc1-c1cccs1
- HT1080 cytotoxicity: 13%

The listing continues.
smiles,HT1080 cytotoxicity
COc1ccc(NC2=C(C(C)=O)C(c3ccc(OC)c(OC)c3)C(C(C)=O)C(C)(O)C2)cc1 (centres undefined),0%
CN(c1ccc(C(=O)N2CCOCC2)cc1)S(C)(=O)=O,-6%
C=CCNc1nc(Nc2ccc(-c3nc4ccccc4o3)cc2)nc(N2CCOCC2)n1,-5%
CN1CCc2c(c3ccccc3n2C)C1,20%
COc1ccc(CN(C(=O)CSc2nnc(-c3ccc(OC)c(OC)c3)o2)c2ccc(F)cc2)cc1,-13%
Nc1nnc(C(c2ccccc2)c2ccccc2)s1,-12%
N#CCN1CCC/C1=C\[N+](=O)[O-],-1%
CC(=O)SCC(C)C(=O)NCc1ccccc1 (centres undefined),-4%
CCn1nnnc1SCC(=O)c1ccc(C)cc1C,-10%
Cc1nc(NC(=O)CCc2ccccc2)ccc1Br,-15%
COC(=O)Cn1c(C(=O)N2CCCC2)cc2c1C[C@H]1CN(C(=O)c3ccccc3)[C@@](Cc3ccc(F)cc3)(C(=O)OC)[C@@H]21,-25%
CCCNC(=O)CN(CCc1ccccc1)S(C)(=O)=O,1%
COC(=O)c1cn(CCOc2ccc(C)cc2)c2ccccc12,-21%
CCC(CC)C1C(C#N)=C(N)Oc2n[nH]c(-c3ccccc3)c21 (centres undefined),11%
CNC(=O)Nc1ccccc1F,18%
CCOC(=O)N(CC)OC(=O)Nc1ccc(Cl)cc1,-7%
CC(C)C(=O)Nc1nnc(CSCc2ccccc2F)s1,-15%

Compound activity from PubChem BioAssay.
